Screening data: PubChem BioAssay, Icahn School of Medicine at Mount Sinai
ROC1-CUL1 inh = human ROC1-CUL1 E3 ligase inhibition | inhibition, % at 10 µM | AID 1347404 | P62877+Q13616 | in vitro K48 di-Ub FRET, acceptor:donor ratio, 45 min | hit rate 0.6% among 140,000; in the data active = inhibition above about 25%
Target sequence (P62877 whole entry, looked up): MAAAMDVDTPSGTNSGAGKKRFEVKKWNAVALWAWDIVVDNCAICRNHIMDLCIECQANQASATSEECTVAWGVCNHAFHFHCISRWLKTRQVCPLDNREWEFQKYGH
Target sequence (Q13616 whole entry, looked up): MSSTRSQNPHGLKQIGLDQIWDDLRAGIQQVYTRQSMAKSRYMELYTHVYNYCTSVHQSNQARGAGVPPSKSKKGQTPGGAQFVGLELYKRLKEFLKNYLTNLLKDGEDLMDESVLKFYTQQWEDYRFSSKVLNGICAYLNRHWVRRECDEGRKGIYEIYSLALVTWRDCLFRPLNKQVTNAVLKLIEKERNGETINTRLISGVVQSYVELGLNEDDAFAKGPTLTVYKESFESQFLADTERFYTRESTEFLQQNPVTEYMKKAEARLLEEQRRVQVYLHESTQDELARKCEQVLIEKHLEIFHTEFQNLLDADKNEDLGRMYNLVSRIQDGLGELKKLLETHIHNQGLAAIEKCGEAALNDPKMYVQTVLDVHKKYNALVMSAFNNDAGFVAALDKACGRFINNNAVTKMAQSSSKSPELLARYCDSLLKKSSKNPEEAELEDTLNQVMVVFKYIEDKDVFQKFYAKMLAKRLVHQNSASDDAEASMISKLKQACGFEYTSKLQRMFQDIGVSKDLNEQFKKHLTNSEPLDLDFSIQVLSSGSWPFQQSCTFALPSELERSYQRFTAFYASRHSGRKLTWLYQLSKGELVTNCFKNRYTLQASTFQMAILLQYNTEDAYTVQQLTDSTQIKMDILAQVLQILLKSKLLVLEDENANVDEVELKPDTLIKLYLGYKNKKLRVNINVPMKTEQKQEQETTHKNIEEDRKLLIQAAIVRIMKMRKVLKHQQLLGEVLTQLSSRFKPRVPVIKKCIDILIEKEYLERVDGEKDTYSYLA
The depositor's hits bear a star.

Start of the data: the first 5 records, ahead of the listing:
| ROC1-CUL1 inh | canonical_smiles |
| --- | --- |
| -7.4 | Cc1cc(C)c(S(=O)(=O)N=C2CC(=NCc3ccccc3)C(=O)c3ccccc32)c(C)c1 |
| 6.9 | Cc1nonc1CN(C)Cc1cnc(Nc2ccc(F)cc2)s1 |
| -3.2 | COc1ccc(CCN2CCC(CN(C)C(=O)CCc3ccncc3)CC2)cc1 |
| -0.7 | O=C(NC(=O)c1cccc(F)c1)Nc1nc(-c2ccccc2)cc(C(F)(F)F)n1 |
| -0.8 | CNc1ccc(C(=O)N2CCCC(Cn3ccnc3)C2)cn1 (stereo unspecified) |

Main list, repeating the preview:
| ROC1-CUL1 inh | canonical_smiles |
| --- | --- |
| -7.4 | Cc1cc(C)c(S(=O)(=O)N=C2CC(=NCc3ccccc3)C(=O)c3ccccc32)c(C)c1 |
| 6.9 | Cc1nonc1CN(C)Cc1cnc(Nc2ccc(F)cc2)s1 |
| -3.2 | COc1ccc(CCN2CCC(CN(C)C(=O)CCc3ccncc3)CC2)cc1 |
| -0.7 | O=C(NC(=O)c1cccc(F)c1)Nc1nc(-c2ccccc2)cc(C(F)(F)F)n1 |
| -0.8 | CNc1ccc(C(=O)N2CCCC(Cn3ccnc3)C2)cn1 (stereo unspecified) |
| 9.4 | Cn1cncc1-c1nc2c(cnn2Cc2cccc(F)c2)[nH]1 |
| 1.4 | CN(Cc1ccccc1)C1CCCN(C(=O)c2ccc(-n3ccnc3)cc2)C1 (stereo unspecified) |
| 4.9 | Cc1ccc(C2=NN(C(=O)CCCC(=O)O)C(c3ccco3)C2)cc1 (stereo unspecified) |
| -0.3 | CC(C)(C)C(=O)N1CCN(c2ccc(NC(=O)c3cccnc3)cc2Cl)CC1 |
| -2.4 | COc1ccc(NC(=O)CN2C(=O)CSc3ccc(S(=O)(=O)N(C)C)cc32)cc1OC |
| 6.3 | CN1C(=O)C2(C3=C(CC(C)(C)CC3=O)N(c3ccc(Cl)cc3)C(=N)C2C#N)c2ccccc21 (stereo unspecified) |
| -9.7 | O=C1OC(c2ccc(NC(=O)C(F)(F)F)cc2)(c2ccc(NC(=O)C(F)(F)F)cc2)c2ccccc21 |
| -0.4 | CCCCc1ccc(Nc2ccccc2C(=O)O)cc1 |
| 12.0 | Cc1ccc(OCC(O)Cn2c(=N)n(CCN3CCCCC3)c3ccccc32)cc1 (stereo unspecified) |
| 18.9 | COc1ccc(NC(=O)C(C)N(c2ccccc2)S(C)(=O)=O)cc1 (stereo unspecified) |
| -1.5 | Cc1ccccc1NC(=O)c1sc(NC(=O)c2ccncc2)c(C(=O)OC(C)C)c1C |
| -6.4 | COC(=O)c1ccc(CSc2nc3ccccc3[nH]2)cc1 |
| 6.4 | COCC(=O)Nc1cc(C(=O)N[C@@H]2CCCC[C@H]2c2ccccc2)cc2nc(-c3cccnc3)n(C)c12 |
| 1.6 | CCN(Cc1ccncc1)C1CCCN(C(=O)CCC(=O)OC)C1 (stereo unspecified) |
| 0.3 | CC#CCN1C(=O)NC(CCc2ccccc2)(C2CCN(Cc3cccc(OCCO)c3)CC2)C1=O (stereo unspecified) |
| 2.2 | O=C1OC(NC(=O)c2ccccc2)C(Br)=C1Br (stereo unspecified) |
| -3.5 | CCOc1ccccc1NC(=O)CCc1c(C)nn(-c2ccc(N3CCCCC3)nn2)c1C |
| 0.5 | COc1ccc(C(=O)NCc2ccc(-c3nc4ccccc4s3)cc2)cc1OC |
| 5.8 | O=c1c2c3c(sc2nc2n1N=C(c1ccc(-c4ccccc4)cc1)CS2)CCCC3 |
| 1.8 | CCOC(=O)c1cc(OC(=O)c2ccc(Cl)cc2)n(-c2ccccc2)n1 |
| -3.7 | COc1ccc(C(=O)Nc2nnc(CCSc3cc(Cl)ccc3Cl)s2)cc1OC |
| 5.7 | COc1cccc2c3c(c(=O)[nH]c12)CC(C)(C)O3 |
| 5.8 | CCc1nnc2c(N3CCN(c4cccc(C(F)(F)F)c4)CC3)nc3ccccc3n12 |
| -6.6 | COc1cccc(NC(=O)C2CCCN(S(=O)(=O)C3C(=O)NC(=O)N=C3C)C2)c1 (stereo unspecified) |
| 2.3 | N=C1CC(=O)Nc2nnc(SCc3ccc(Br)cc3)n21 |
| 73.5* | CCC1CCc2c(sc(NC(=O)c3c(C)noc3C)c2C(N)=O)C1 (stereo unspecified) |
| 1.9 | CCOC(=O)NC12C3C4C1C1C2C3C1(Br)C41OCCO1 (stereo unspecified) |
| 0.0 | C/C(=N\NC(=O)Cc1cccc2ccccc12)c1ccncc1 |
| -3.4 | O=c1n(Cc2ccc(Cl)cc2)nc2n1-c1ccccc1OC2 |
| 0.7 | CN1C(=O)CC(CC(=O)N2CCC(c3ccncc3)CC2)(c2ccc(-c3ccccc3)cc2)C1=O (stereo unspecified) |
| 4.0 | Cc1ccc(C(=O)N2CCN(c3ccccc3F)CC2)cc1NC(=O)c1nsc2ccccc12 |
| -0.9 | Cc1ccc(C)c(N2CCN(C(=O)C(CC(C)C)NS(=O)(=O)c3ccc4nc(C)sc4c3)CC2)c1 (stereo unspecified) |
| 8.3 | N#Cc1c(NC(=O)CSc2nc3c(c(-c4cccnc4)c2C#N)CCCC3)sc2c1CCC2 |
| 8.8 | Clc1ccc(N2N=C(c3ccco3)CC2c2ccccc2)cc1 (stereo unspecified) |
| 2.5 | Cc1ccc(OCc2cc(C(=O)N3CCN(C)C(c4ccccc4)C3)no2)cn1 (stereo unspecified) |
| 0.9 | CCOC(=O)c1c(-c2ccc(Cl)c(Cl)c2)csc1N |
| 4.9 | COc1ccc(N2C(=O)CSC23C(=O)N(Cc2cccc(F)c2)c2ccccc23)cc1Cl (stereo unspecified) |
| -9.8 | N#Cc1c(NC(=O)CSc2n[nH]c(-c3ccncc3)n2)oc(-c2ccccc2)c1-c1ccccc1 |
| -9.7 | O=C(CSc1cn(CC(=O)N2CCOCC2)c2ccccc12)Nc1ccccc1F |
| -2.2 | O=C(c1ccnc(-c2cccc(-c3ccn[nH]3)c2)c1)N1CCCC1 |
| 4.3 | Cc1ccc2c(Br)cc(Br)c(OC(=O)N3CCCCC3)c2n1 |
| 5.5 | Cc1nc(CNC(=O)Cn2nnnc2CN2CCC(C)CC2)sc1C |
| 7.0 | CC(CCc1ccccc1)NC(=O)Cn1ncc2c3ccccc3n(Cc3cccc(Cl)c3)c2c1=O (stereo unspecified) |
| 3.8 | O=[N+]([O-])c1ccc(Cl)c(S(=O)(=O)N2CCN(c3ccccc3)CC2)c1 |
| 6.1 | Cc1cc(C)c(C)c(S(=O)(=O)NCc2ccc(C(=O)Nc3ccncc3)cc2)c1C |
| 17.6 | CC(C)(O)c1nc2ccccc2n1CCCc1ccccc1 |
| 6.6 | COc1ccc(NC(=O)C2C3C=CC(C4CC34)C2C(=O)O)c(OC)c1 (stereo unspecified) |
| 7.6 | O=[N+]([O-])c1c(NC2CC2)ncnc1NC1CC1 |
| 0.3 | CCOc1cccc(C(=O)N2CCN(c3cccc(Cl)c3)CC2)c1 |
| -3.6 | COc1ccccc1C(=O)Nc1ccc(C)cn1 |
| -0.9 | COC(=O)c1sccc1NC(=O)CSc1nnnn1C |
| 0.5 | CCc1cc(C(=O)Nc2c(C)nn(Cc3ccccc3Cl)c2C)no1 |
| 1.7 | CC(C)c1nc(CNC(=O)c2ccc(NC3CCCC3)nc2)no1 |
| -5.2 | Cc1cccc(C)c1OCc1nc2c3c(-c4ccccc4)c(-c4ccccc4)oc3ncn2n1 |
| 4.6 | COc1ccc2sc(N(Cc3cccnc3)C(=O)COc3ccccc3)nc2c1 |

Going on with the list.
| ROC1-CUL1 inh | canonical_smiles |
| --- | --- |
| 6.6 | CCc1ccc(OCC(=O)Nc2ccc(-c3cc4ccccc4oc3=O)c(OC)c2)cc1 |
| 10.8 | COc1ccc(-c2n[nH]c3c2C(c2ccc(Cl)cc2Cl)NC3=O)cc1 (stereo unspecified) |
| -5.7 | CCOc1cc(C(=O)N2CCc3c([nH]c4ccccc34)C2c2ccccc2)cc(OCC)c1OCC (stereo unspecified) |
| -4.0 | CCOc1ccc(N(Cc2ccccc2)C(=O)c2nc(S(C)(=O)=O)ncc2Cl)cc1 |
| 7.4 | Cc1cc(C)cc(NC(=O)N2CCN(c3nsc4ccccc34)CC2)c1 |
| 8.2 | CCOc1ccccc1C(=O)Nc1ccc(O)cc1 |
| 10.5 | COc1cc([C@@H]2C[C@H]3CN(C)C(=O)[C@]34CCCN24)ccc1F |
| -5.7 | N#Cc1ccc(NC(=O)c2sc3nc4c(cc3c2N)CCC4)cc1 |
| 9.4 | COCCn1c(=O)c2c(nc3n(-c4ccc(F)cc4)c(C)c(C)n23)n(C)c1=O |
| -0.3 | Cc1ccccc1N1CCN(C2CCCN(C(=O)c3ccc(-n4cnnn4)cc3)C2)CC1 (stereo unspecified) |
| 10.2 | CC(C)=CC(=O)N1CC[C@@H](N2CCN(CCc3ccccc3)CC2)[C@H](O)C1 |
| -1.1 | COc1cccc(CC2(CO)CCN(C/C(Cl)=C/c3ccccc3)CC2)c1 |
| -2.6 | COc1ccc(S(=O)(=O)NC(C)C)cc1C(N)=O |
| 5.0 | CC[n+]1ccccc1/C=C/c1cc[nH]c1 |
| -1.9 | COc1cccc(-c2nc3ccc(C(=O)N4CCN(CCC(N)=O)CC4)cc3o2)c1 |
| -7.2 | Cc1cccc(-n2c(C)n[nH]c2=S)c1 |
| 3.3 | O=S1c2ccccc2Sc2ccccc21 |
| 6.2 | C=CCn1c(=O)c2c(nc3n(CCO)c(C)cn23)n(C)c1=O |
| 5.7 | OCCCCCCOc1ccc(O)cc1 |
| 6.8 | COC(=O)c1sc(C)c(Br)c1-c1c(C(=O)OC)sc(C)c1Br |
| 4.7 | CCOCc1cc(CN2CCC3(CCCN(C)C3=O)C2)ccc1OC (stereo unspecified) |
| -5.9 | CCc1nn(CC(=O)NCCCOC)c(=O)c2cc3occc3n12 |
| 8.8 | Cc1cccc(C(=O)Nc2sc3c(c2C(=O)NCc2ccco2)CCCC3)c1 |
| 0.4 | C/C(CC(=O)Nc1ccc(Cl)cc1)=N\NS(=O)(=O)c1ccc2ccccc2c1 |
| -1.6 | Cc1ccc(C(=O)NC2(C(F)(F)F)N=C(c3ccccc3)N(Cc3ccccc3)C2=O)cc1 (stereo unspecified) |
| -5.0 | CCCC(=O)N1c2ccccc2-c2nnc(SC)nc2OC1c1ccccn1 (stereo unspecified) |
| -1.4 | O=C(Nc1ccc(Br)cc1)C(=O)c1c[nH]c2ccccc12 |
| 4.5 | CCc1nnc(N2C(=O)c3ccc(S(=O)(=O)c4ccc(C(=O)O)cc4)cc3C2=O)s1 |
| 8.3 | COc1cc(/C=C2/C(=O)NN(c3ccc(F)cc3)C2=O)cc(I)c1O |
| 5.8 | COc1cccc(Cn2c(SCc3ccc(C(=O)N4CCCCC4)cc3)nc3ccncc32)c1 |

Part of the list above, as labelled records.
CCOCc1cc(CN2CCC3(CCCN(C)C3=O)C2)ccc1OC (stereo unspecified)
- ROC1-CUL1 inh: 4.7
CCCC(=O)N1c2ccccc2-c2nnc(SC)nc2OC1c1ccccn1 (stereo unspecified)
- ROC1-CUL1 inh: -5.0
Cc1cccc(-n2c(C)n[nH]c2=S)c1
- ROC1-CUL1 inh: -7.2
Cc1ccc(C(=O)NC2(C(F)(F)F)N=C(c3ccccc3)N(Cc3ccccc3)C2=O)cc1 (stereo unspecified)
- ROC1-CUL1 inh: -1.6

Going on with the list:
| ROC1-CUL1 inh | canonical_smiles |
| --- | --- |
| 10.4 | COc1cc(/C=C/CN2CCOc3ccc(C(O)Cc4ccccc4)cc3C2)ccc1O (stereo unspecified) |
| 10.7 | CCOC(=O)c1c(C)oc2nc(C)nc(NCc3ccc(OC)cc3)c12 |
| 4.3 | CC1(c2ccccc2)C=C(C(=O)O)c2ccccc2O1 (stereo unspecified) |
| 7.5 | CCC(C(=O)N1CCN(c2cc(Cl)ccc2C)CC1)n1nc(C)c2sc3ccccc3c2c1=O (stereo unspecified) |
| 3.3 | O=C1CCC(CCC(=O)N2CCOc3ccccc3C2)(Cc2ccc3ccccc3c2)N1 (stereo unspecified) |
| 3.9 | COc1cccc(OCC(=O)NNC(=O)COc2ccccc2OC)c1 |
| -2.8 | Cc1ccc(NC(=O)Cn2nnc(-c3ccccc3Cl)n2)c(C)c1 |
| 4.1 | Nc1c(C(=O)O)nnn1C1CCCCC1 |
| -6.7 | CC(C)(C)c1ccc(-c2cc3nc(-c4cccs4)cc(C(F)(F)F)n3n2)cc1 |
| 2.6 | Cn1c(Cc2ccccc2)nnc1SCc1ccc(Cl)cc1 |
| 4.8 | CCOc1ccc(-n2c(=O)c3c4c(sc3n(Cc3cccc(C)c3)c2=O)CCCC4)cc1 |
| -3.1 | Cc1nc2cc(NC(=O)CNS(=O)(=O)c3c(C)c(C)cc(C)c3C)ccc2s1 |
| 3.0 | O=C(CC1SC(=Nc2ccccc2)N(c2ccccc2)C1=O)Nc1ccccc1C(F)(F)F (stereo unspecified) |
| -4.4 | Cc1ccc(Cl)cc1N1CCN(S(=O)(=O)c2cc(Br)cc3c2N(C(=O)C2CC2)CC3)CC1 |
| -4.8 | Cc1cccc(NC(=O)c2c(NC(=O)C(C)(C)C)sc3c2CCC3)c1 |
| 3.4 | CCCNC(=O)CN1C(=O)c2cccnc2Sc2ccccc21 |
| -0.4 | Cn1c(=O)c2ncn(CC(=O)Nc3cc(C(C)(C)C)cc(Cl)c3O)c2n(C)c1=O |
| 0.2 | Cc1cc(=O)[nH]c2ccc(S(=O)(=O)Nc3ccccc3)cc12 |
| -1.2 | N#Cc1cnc(-c2ccccc2)[nH]c1=O |
| -4.3 | Cc1ccc2c(n1)CC(C)(C)CC2=O |
| -0.3 | COc1cc(CC2=NC(=O)NC2=O)cc(Br)c1OCC#N |
| 4.5 | Cc1cccc(Cn2c(C3CC(=O)N(c4ccccc4)C3)nc3ccccc32)c1 (stereo unspecified) |
| 7.2 | CCN(C(=S)NC(=O)c1ccc(F)cc1)c1ccccc1 |
| -5.4 | COC(=O)C1C2CCC(C2)C1C(=O)OCC(=O)c1ccc(C)c(C)c1 (stereo unspecified) |
| 6.0 | Clc1ccc(Cl)c(-c2cc(NCCN3CCOCC3)c3ccccc3n2)c1 |
| -1.5 | Cc1cccc(N(CC(=O)Nc2ccccc2C(F)(F)F)S(=O)(=O)c2ccccc2)c1C |
| 9.9 | CC(CS)c1nnc(Br)c(N)n1 (stereo unspecified) |

The list is partial; rates above refer to the full screens.
